# Screening data deposited in PubChem BioAssay by National Center for Advancing Translational Sciences (NCATS).
# PI4K2A block – PI4K2A (human) kinase inhibition | Q9BTU6 | 420,000 tested, 0.13% active | purified PI4K2A, ADP-Glo luminescence, 1 h; stronger effect = lower value | AID 1346378 | activity change, negative = inhibition, % at 76.9 µM; in the data active = activity change below about -50%; inconclusive = mostly about -30% to -49%;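 also: -100% = wells without enzyme as full effect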
# Target sequence (Q9BTU6 whole entry, looked up): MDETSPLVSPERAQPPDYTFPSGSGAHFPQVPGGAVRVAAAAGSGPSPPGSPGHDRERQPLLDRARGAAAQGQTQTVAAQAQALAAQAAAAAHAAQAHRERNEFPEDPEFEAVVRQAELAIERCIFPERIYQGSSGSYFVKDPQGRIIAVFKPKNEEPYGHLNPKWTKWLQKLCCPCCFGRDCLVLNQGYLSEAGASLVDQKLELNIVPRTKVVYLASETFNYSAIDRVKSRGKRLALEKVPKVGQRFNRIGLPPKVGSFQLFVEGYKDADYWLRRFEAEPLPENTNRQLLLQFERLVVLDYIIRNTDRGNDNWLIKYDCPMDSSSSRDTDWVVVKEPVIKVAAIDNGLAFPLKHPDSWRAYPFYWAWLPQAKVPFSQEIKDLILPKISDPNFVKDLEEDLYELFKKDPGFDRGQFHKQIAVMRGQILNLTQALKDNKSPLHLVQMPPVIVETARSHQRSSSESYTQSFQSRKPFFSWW
#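 In this quantitative HTS, ADP production by PI4K2A was quantified luminescently after 1 h at ambient temperature; 100 microM adenosine served as plate-quality control.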
# TrxR1 substrate – substrates of rat thioredoxin reductase 1 | purified TrxR1 substrate turnover, NADPH consumption readout | Potency, µM (titrated, usually from 114 µM), inactives show at the top dose activity change, negative = substrate turnover | 390,000 tested, 0.01% active | AID 588456; also: potency is read from the fitted curve at half-maximal effect; % is scaled to controls: 0 for no effect and ±100 for the full control effect; nearly all actives have a fitted effect of over 50% in size
#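 Rat TrxR1, dispensed at 90 nM, was prereduced with 400 uM NADPH (final) for 5 min at ~22 deg C, then incubated with compound 15 min before 400 uM selenite. A first-read NADPH fluorescence drop versus no-compound background flagged substrates.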
# LDHA inh – LDHA (human) enzyme inhibition. P00338. AID 1347041. purified LDHA, NADH/diaphorase-resazurin fluorescence; stronger effect = lower value. activity change, % (values are at about 110 or 230 µM). 480,000 tested, 0.15% active; in the data active = activity change below about -30%; inconclusive = mostly about -25% to -30%;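 also: plate controls were DMSO wells for no effect and wells without enzyme for full effect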
#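 Remaining NADH was detected by diaphorase (0.133 mg/mL) converting 37 µM resazurin to fluorescent resorufin, read at 0 and 20 minutes. The preceding 5-minute room-temperature reaction used 2 nM LDHA, 0.2 mM sodium pyruvate and 0.06 mM NADH at pH 7.4.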
# GRP78 ERSR act – ER stress response induction in glioma. U87-MG GRP78 promoter luciferase reporter, 16 h. 420,000 tested, 0.02% active. Potency, µM, for the others: at the top dose activation, most hits filed as activators; also: potency is read from the fitted curve at half-maximal effect; series mostly up to about 76 µM; % of control where 0% means no effect; nearly all actives have a fitted effect of over 35% in size
#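 ERSR induction read as luciferase luminescence (Bright-Glo, 10 min at room temperature) in stably transfected human U87-MG glioma cells exposed to compounds for 16 h, using GRP78 as sensor.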
# RXFP1 agonist – agonists of human relaxin receptor RXFP1. Q9HBX9. HEK293T-RXFP1 cAMP TR-FRET, 30 min; response scale: percent of porcine relaxin response, buffer zero. Potency, µM (series often up to 57.5 µM), inactives show at the highest dose activation, usual class: activators. 370,000 tested, 0.3% active. AID 2676; also: potency is read from the fitted curve at half-maximal effect; % is scaled to controls: 0 for no effect and ±100 for the full control effect; nearly all actives have a fitted effect of over 60% in size; many of its hits are not listed in these tables
#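 cAMP rise read by TR-FRET after 30 min, 37C compound exposure (up to 58 uM) in RXFP1-transfected HEK293 cells with Ro 20174 present. EC50 from Hill-equation fits, with 29 nM porcine relaxin as 100% and buffer as basal.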
# USP1-UAF1 inh – USP1/UAF1 (human) deubiquitinase inhibition | Potency, µM (series often up to 57.1 µM), for the others: at the highest dose activity change, negative = inhibition, usual class: inhibitors | O94782 | recombinant USP1/UAF1, Ub-Rhodamine cleavage fluorescence | AID 743255 | 390,000 tested, 0.23% active; also: potency is read from the fitted curve at half-maximal effect; % is scaled to controls: 0 for no effect and ±100 for the full control effect; nearly all actives have a fitted effect of over 60% in size; inactives centre near -12
#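 1 nM enzyme complex + cpd, 15 min RT; start with Ub-Rho 150nM final; kinetic fluorescence ex 480/em 540, 6 reads q60 s. Buffer 50mM HEPES pH 7.8, 0.5mM EDTA, 0.1 mg/ml BSA, 1mM TCEP, 0.01% Tween-20.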
# IDH1 R132H inh – inhibitors of human mutant IDH1 R132H; O75874; IDH1-R132H enzyme, NADPH consumption, diaphorase/resazurin fluorescence; Potency, µM (highest dose often 76.6 µM), for inactives: at the highest dose activity change, negative = inhibition, usual class: inhibitors; 390,000 tested, 0.093% active; also: potency is read from the fitted curve at half-maximal effect; % is scaled to controls: 0 for no effect and ±100 for the full control effect; nearly all actives have a fitted effect of over 65% in size
# Target sequence (O75874 whole entry R132H, stated change not applied): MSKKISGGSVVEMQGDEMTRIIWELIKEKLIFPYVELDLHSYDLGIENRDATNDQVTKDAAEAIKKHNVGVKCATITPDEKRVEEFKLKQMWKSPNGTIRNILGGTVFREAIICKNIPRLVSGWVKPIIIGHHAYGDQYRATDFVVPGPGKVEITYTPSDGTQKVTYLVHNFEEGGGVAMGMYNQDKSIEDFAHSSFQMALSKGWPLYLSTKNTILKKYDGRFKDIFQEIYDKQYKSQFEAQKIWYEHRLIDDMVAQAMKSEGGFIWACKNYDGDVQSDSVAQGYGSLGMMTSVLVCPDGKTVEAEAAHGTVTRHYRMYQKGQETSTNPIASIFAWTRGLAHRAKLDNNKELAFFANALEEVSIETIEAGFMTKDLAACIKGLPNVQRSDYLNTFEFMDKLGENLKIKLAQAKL
#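 IDH1-R132H (0.5 ug/mL dispensed) in pH 7.5 Tris buffer was preincubated 30 min with compound, then given a substrate mix of 0.016 mM NADPH and 2 mM alpha-KG for 80 min at room temperature; remaining NADPH was read by diaphorase/resazurin fluorescence.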
# Vif-APOBEC3F blk – inhibitors of Vif-A3F interaction; HeLa A3F-eYFP + Vif (tagged APOBEC3F with the HIV-1 protein that degrades it), YFP fluorescence increase; Potency, µM (titrated, usually from 46.1 µM), without a hit: at the highest dose activity, negative = active; 390,000 tested, 0.2% active; AID 602313; also: potency is read from the fitted curve at half-maximal effect; % of control where 0% means no effect; nearly all actives have a fitted effect of over 65% in size
#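 HeLa cells stably expressing A3F-eYFP plus Vif, plated and incubated overnight at 37 deg C, then exposed to compounds overnight at 37 deg C. Blocked degradation read as raised yellow fluorescence (Ex 488/Em 500-530).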
# Vif-APOBEC3G blk – inhibitors of Vif-APOBEC3G interaction. Q9HC16. HeLa A3G-eYFP + Vif (tagged APOBEC3G with the HIV-1 protein that degrades it), YFP fluorescence, overnight. Potency, µM (top dose mostly 46.1 µM), for the others: top-dose activity, negative = active, usual class: inhibitors. 410,000 tested, 0.076% active;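 also: potency is read from the fitted curve at half-maximal effect; % is scaled to controls: 0 for no effect and ±100 for the full control effect; nearly all actives have a fitted effect of over 60% in size; hits raise eYFP signal because A3G escapes Vif-driven loss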
#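 Read-out is eYFP fluorescence (Ex 488/Em 500-530) from Vif-expressing HeLa A3G-eYFP cells; more signal means A3G escaped Vif-mediated degradation. Cells plated overnight, compound pinned in, incubated overnight at 37 deg C.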
# The depositor's hits bear a star; u = inconclusive; x = not tested or not shown; & = joins results of further samples; [ ] = remark or other dose. Unless noted, calls follow the shape of the dose curve; as a rule, active = well fitted curve in the direction sought with a large enough effect; inconclusive = small, poorly fitted or top-dose-only effect, or another doubt; inactive = no such curve, though single readings can be large; an effect the other way counts as inactive or inconclusive. Only part of the results is shown; the hit share may differ from the screen's.
smiles | LDHA inh | TrxR1 substrate | Vif-APOBEC3G blk | IDH1 R132H inh | GRP78 ERSR act | USP1-UAF1 inh | PI4K2A block | RXFP1 agonist | Vif-APOBEC3F blk
C#CCN1C(=O)C(O)(CC(=O)c2ccc(OC)c(OC)c2)c2cc(Br)ccc21 (centres undefined) | -7.2 | -6.7% | -6.0% | 0.5% | 2.2% | -14.2% | -4.6 | -0.8% | -23.0%
O=C(Oc1cccnc1)c1cc(S(=O)(=O)N2CCOCC2)ccc1Cl | -8.3 | 2.9%[57.1 µM] | -1.8% | 2.4% | 4.3% | -21.0% | 11.7 | -0.1% | -4.3%
Clc1cccc(CSc2ncn(-c3ccccc3)n2)c1 | -6.4 | -2.5% | 2.7% | 4.1% | 13.2% | -4.4% | -2.8 | 2.0% | -6.3%
CCOc1ccc(NC(=O)CN(c2ccc(OC)cc2)S(C)(=O)=O)cc1 | -3.0 | 5.6% | 0.2% | 1.6% | u | -5.3% | -9.3 | -0.8% | 2.2%
Cc1c(CN(C)C)c2c(n1Cc1ccccc1)C(=O)c1ccc(Br)cc1-2 | -1.0 | -0.6% | -14.0% | 3.4% | -4.2% | -13.5% | -2.1 | 1.8% | 1.5%
CN(C)c1ccc(C(=S)NC2CCCCC2)cc1 | -8.0 | -2.9% | 0.6% | 6.5% | 0.1% | -5.3% | -4.8 | -0.6% | 0.4%
Cc1ccccc1C(=O)O | -4.9 | 3.1% | 2.6% | -10.1% | -3.3% | -18.5% | -2.0 | 0.1% | 1.3%
Cc1ccc(C2CC(C(F)(F)F)n3ncc(C(N)=O)c3N2)cc1 (centres undefined) | -5.3 | 0.1% | -0.7% | -0.6% | -4.3% | -23.0% | 0.2 | 1.0% | -0.6%
CCn1c(=N)n(CC(=O)c2ccc(OC)c(OC)c2)c2ccccc21 | 6.5 | -1.5% | 1.3% | 11.8% | -3.5% | -2.9% | 9.6 | 0.3% | -30.4%
CCN(CC)C(=O)Cn1cc(C(=O)C(=O)NCCc2ccc(S(N)(=O)=O)cc2)c2ccccc21 | -0.9 | 0.5% | -2.9% | 6.5% | -1.0% | -9.1% | -1.9 | -0.3% | 0.9%
CCOC(=O)c1ccc(N2C(=O)c3n[nH]c(C)c3C2c2ccc(C(C)C)cc2)cc1 (centres undefined) | -4.5 | 0.5% | 0.7% | -8.6% | -0.6% | -27.4% | 4.1 | 5.4% | 0.8%
COC(=O)c1ccc(S(=O)(=O)N2CCCCC2)o1 | -5.0 | -2.0% | 0.5% | 2.0% | -4.7% | -2.1% | -1.1 | 0.9% | 13.0%
CN(C)c1ccc(N=Cc2nc(-c3ccccc3)oc2OC(=O)c2ccccc2)cc1 | 0.5 | -7.6% | -1.3% | 7.0% | 2.9% | -14.9% | 1.7 | -1.3% | 2.0%
CCc1ccc(-c2cn3c(n2)sc2cc(C(=O)NCCc4ccc(OC)cc4OC)ccc23)cc1 | -2.0 | 5.9%[11.4 µM] | -14.6% | 6.1% | 1.5% | -15.9% | -6.3 | 5.2% | -17.6%
COc1ccc(C(=O)NCc2ccc3c(c2)CCN3C(=O)c2ccccc2)cc1 | -1.1 | -4.6%[57.1 µM] | -13.6% | -5.2% | -2.7% | -4.9% | 1.9 | 2.4% | -29.3%
COc1ccc(Cl)cc1C(=O)CSc1nc(N)cc(N)n1 | -2.3 | 4.6%[57.1 µM] | -4.0% | 0.7% | -3.7% | -17.9% | -7.7 | 1.2% | -2.0%
CCOc1cccc(C(=O)NC2=NCCS2)c1 | -9.7 | -8.7% | -0.2% | 6.6% | -7.1% | 1.5% | 4.2 | -1.1% | 1.3%
CCCNC(=O)COc1coc(CN2CCN(c3ccc(F)cc3)CC2)cc1=O | -5.5 | 0.0% | 0.3% | 4.1% | u | -13.0% | -3.6 | 0.3% | -21.3%
CCOC(=O)C1=CCN(S(=O)(=O)c2ccc(F)cc2)C1c1cccc(F)c1 (centres undefined) | 2.5 | x | -3.9% | x | -5.0% | x | -1.0 | x | x
COc1ccc(C)cc1NC(=O)c1nnn(Cc2cccc(C(F)(F)F)c2)c1N | -3.1 | 6.4%[57.1 µM] | -7.6% | 3.1% | -4.1% | -13.9% | -0.1 | -0.8% | -3.3%
O=C(CN1CC(c2ccccc2)CC1=O)Nc1ccc2c(c1)OCO2 (centres undefined) | 7.4 | 5.5% | -2.3% | 4.5% | -0.9% | -6.3% | 2.3 | 0.4% | 4.9%
O=C(N=C1SC2CS(=O)(=O)CC2N1c1ccccc1)C1CCCCC1 (centres undefined) | -6.6 | 0.5% | 4.6% | -7.8% | -2.1% | -12.7% | 4.4 | 1.6% | -4.1%
NS(=O)(=O)c1ccc(NC(=S)Nc2nn(Cc3ccc(Cl)cc3Cl)cc2Cl)cc1 | -5.1 | 7.4%[57.1 µM] | 0.5% | -3.3% | -2.8% | -5.0% | 2.0 | -0.1% | -18.7%
O=C(CSc1nc2[nH]ncc2c(=O)n1-c1ccccc1Cl)N1CCCC1 | -8.3 | -3.1% | 0.2% | -2.1% | -0.3% | -18.2% | -2.0 | 1.0% | -6.1%
CCN(Cc1ccccc1)c1ccc(N=Nc2nn(C)c(C)c2[N+](=O)[O-])cc1 | 2.2 | -14.7% | 5.7% | -0.4% | -0.3% | -25.5% | -1.6 | 1.2% | 1.2%
CCOc1c2ccc(C(=O)NCc3cc(C(F)(F)F)cc(C(F)(F)F)c3)cc2nn1C | -1.3 | 36.5%[activator] | -6.2% | -0.4% | -5.9% | -27.7% | 1.8 | 4.3% | -4.7%
Cc1ccccc1SCC(=O)OCC(=O)NCc1ccccc1 | -0.7 | -2.6% | 1.8% | -5.8% | 1.7% | -9.2% | 0.1 | x | -25.8%
CCCc1cc(=O)[nH]c(SCCN2C(=O)c3ccccc3C2=O)n1 | 0.8 | 3.4% | 0.1% | -0.9% | -1.3% | -10.7% | 7.5 | 2.6% | 1.0%
CCN1CCc2nc(NC(=O)c3ccccc3)sc2C1 | -3.5 | -3.0% | 2.0% | 0.7% | -11.1% | -8.9% | -6.3 | 1.9% | 0.1%
O=C(NCCCO)c1nn(-c2ccc(Cl)cc2)nc1CO | -8.5 | 47.8%[activator] | 0.5% | 10.2% | -2.9% | 7.4% | 0.2 | -2.1% | 1.2%
COc1cc(CNc2ncnc3c2ncn3[C@H]2CN(CCN3CCOCC3)C[C@@H](CO)O2)cc(OC)c1OC | -2.4 | x | 4.1% | x | -2.6% | x | 1.0 | x | x
O=[N+]([O-])/C(C(Cl)=C(Cl)Cl)=C(/NC1CC1)Sc1ccccc1 | -6.4 | 2.2%[57.1 µM] | 1.0% | -6.0% | -2.3% | -24.2% | -9.7 | -0.5% | u
O=C(Nc1cccc(C(F)(F)F)c1)C(Sc1cccc[n+]1[O-])c1ccccc1 (centres undefined) | -12.0 | -9.7% | 0.5% | -1.1% | -1.8% | -0.4% | 1.4 | 1.2% | -8.3%
Cc1ccc(C(=O)NCC(=O)Nc2ccc(F)c(F)c2F)cc1 | -1.4 | -8.7% | 4.4% | -5.7% | -4.0% | -7.2% | -3.0 | 0.0% | 8.8%
CCOC(=O)C1CCN(C2=NC(=O)/C(=C/c3ccc(O)cc3)S2)CC1 | -6.2 | -17.3% | 0.3% | -13.6% | -5.9% | -8.0% | 0.0 | -0.4% | 5.9%
Nc1nc(N)nc(-c2cc(O)ccc2O)n1 | 1.8 | 11.1%[57.1 µM] | 4.3% | 6.6% | -4.1% | -21.1% | u | 0.0% | 1.2%
Cc1cc(SCc2ccc(C(F)(F)F)cc2)nc(=O)[nH]1 | 0.8 | 5.7% | -6.1% | 0.9% | -4.1% | -26.6% | -1.5 | 0.3% | -0.2%
Cc1[nH]c2ccccc2c1C(=O)C(C)OC(=O)c1ccccc1NCCO (centres undefined) | 5.2 | 38.3%[activator] | -3.5% | 3.9% | 4.3% | -24.9% | 0.7 | 0.8% | 4.0%
CSc1ncc(C(=O)N2CCN(c3cc(C)ccc3C)CC2)c(C)n1 | -5.6 | -10.8% | -4.0% | 14.6% | -1.4% | -20.7% | 0.2 | -0.8% | 0.6%
Cc1ccc2cc(/C=N/NC(=O)[C@H]3C[C@@H]3c3ccccc3)c(Cl)nc2c1 | -2.0 | 68.8%[activator] | -4.0% | 4.1% | 1.1% | -18.6% | -3.6 | 0.4% | -6.1%
Cc1noc(C)c1CSCC(=O)OCC(=O)N1CC(=O)Nc2ccccc21 | -7.4 | 8.0%[57.1 µM] | -3.9% | 1.6% | -4.0% | -19.5% | 9.1 | 3.8% | -6.9%
O=c1[nH]c(O)c(C=Nc2ccc(Cl)cc2Cl)c(=O)[nH]1 | -2.9 | 11.7% | -4.6% | 0.0% | -1.0% | -31.1% | -6.7 | 6.2% | -4.1%
Cn1cnc2c1c(=O)n(Cc1cccc(Br)c1)c(=O)n2C | -1.0&5.4 | -5.5% | 0.6% | 0.3% | -3.1% | -25.2% | 1.1 | -0.3% | 3.7%

# Copied from the list:
# `CSc1ncc(C(=O)N2CCN(c3cc(C)ccc3C)CC2)c(C)n1` @ PI4K2A block = 0.2
# `Cc1noc(C)c1CSCC(=O)OCC(=O)N1CC(=O)Nc2ccccc21` @ LDHA inh = -7.4
